From PubChem
PMI act satM6P: activators of human phosphomannose isomerase at near-saturating mannose 6-phosphate; P34949; coupled PMI enzyme assay, resazurin fluorescence, 20 min; stronger effect = higher value; 1 = untreated enzyme, 0 = substrate-free blank; activation factor at 20 µM; hit rate 0.34% among 190,000; AID 1216;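 active = activation factor of 2 or more at 20 µM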
Target sequence (P34949 whole entry, looked up): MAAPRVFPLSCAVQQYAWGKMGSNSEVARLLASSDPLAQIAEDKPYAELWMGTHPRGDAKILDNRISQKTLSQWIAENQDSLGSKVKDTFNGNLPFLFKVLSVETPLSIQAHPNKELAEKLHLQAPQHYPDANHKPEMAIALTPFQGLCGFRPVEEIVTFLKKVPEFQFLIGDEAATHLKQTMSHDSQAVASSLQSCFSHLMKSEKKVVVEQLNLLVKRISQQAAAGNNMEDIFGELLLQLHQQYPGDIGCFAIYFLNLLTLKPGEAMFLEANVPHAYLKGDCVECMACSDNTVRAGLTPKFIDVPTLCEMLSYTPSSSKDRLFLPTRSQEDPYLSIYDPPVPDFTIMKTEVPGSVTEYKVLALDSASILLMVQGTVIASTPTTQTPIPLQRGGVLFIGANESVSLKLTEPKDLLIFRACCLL
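Test system: human phosphomannose isomerase with PGI, G6PDH, diaphorase coupling enzymes / Doses: 20 µM compound, 1% DMSO / Times: enzyme reaction with compound 20 min at room temperature / Measured by: Diaphorase-driven resazurin-to-resorufin fluorescence, excitation 544, emission 590 nm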
bIAP activator: increases bovine intestinal alkaline phosphatase activity. purified bovine IAP, CDP-star luminescence, 30 min; stronger effect = higher value; fold of DMSO-control signal, blank-subtracted. AID 1016. hit rate 0.17% among 200,000. activation factor at 20 µM;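 active = activation factor of 2 or more at 20 µM, a signal rise over negative controls twice the positive control's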
Lmaj promast: inhibitors of Leishmania major promastigote growth; Leishmania major promastigotes, resazurin fluorescence viability; hit rate 9% among 200,000; inhibition, % at 10 µM; AID 1063; in the data active = inhibition above about 50%;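 note: promastigotes grown with compound for 44 hours at 28 °C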
PMI act: activators of human phosphomannose isomerase. hit rate 0.005% among 190,000. AID 1214. P34949. activation factor at 20 µM. purified human PMI, coupled resazurin fluorescence, 20 min; stronger effect = higher value; 1 = vehicle control, 0 substrate-free wells;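 active = activation factor of 2 or more at 20 µM, relative to plate controls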
TNAP inh noacc: inhibitors of human TNAP without phosphate acceptor; purified TNAP, CDP-star luminescence, 30 min; hit rate 0.26% among 200,000; AID 1012; P05186; inhibition, % at 20 µM;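 active = tissue-nonspecific alkaline phosphatase inhibition above about 50% at 20 µM in the single-dose screen, limit read from the data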;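 note: 0% = DMSO negative control and 100% = EDTA positive control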
Target sequence (P05186 whole entry, looked up): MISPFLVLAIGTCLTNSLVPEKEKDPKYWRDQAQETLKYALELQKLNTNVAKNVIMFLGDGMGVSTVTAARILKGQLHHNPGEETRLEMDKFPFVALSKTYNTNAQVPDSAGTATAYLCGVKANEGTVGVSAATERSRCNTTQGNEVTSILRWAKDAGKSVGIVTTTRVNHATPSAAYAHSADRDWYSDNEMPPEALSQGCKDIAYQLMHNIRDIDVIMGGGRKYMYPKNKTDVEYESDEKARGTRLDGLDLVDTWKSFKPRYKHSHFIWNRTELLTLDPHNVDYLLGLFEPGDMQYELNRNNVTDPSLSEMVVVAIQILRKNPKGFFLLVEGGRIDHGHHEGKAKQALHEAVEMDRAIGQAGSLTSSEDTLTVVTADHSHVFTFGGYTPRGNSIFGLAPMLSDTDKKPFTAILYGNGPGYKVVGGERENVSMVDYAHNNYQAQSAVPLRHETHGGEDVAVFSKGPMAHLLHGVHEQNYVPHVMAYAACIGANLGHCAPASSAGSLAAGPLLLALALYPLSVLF
TNAP act hiacc: activators of human TNAP at high phosphate acceptor concentration. purified TNAP, CDP-star luminescence, 1 M DEA, 30 min; stronger effect = higher value; 0 = EDTA background, 1 = DMSO-only activity. activation factor at 20 µM. 200,000 tested, under 10 active;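 active = activation factor at least 2 at 20 µM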
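Measured by: Luminescent substrate turnover signal | Test system: Human TNAP | Input: TNAP 1/800 final | Dosing: 20 µM single point | Schedule: 30 min, room temperature | Controls: EDTA wells as negative control, DMSO wells as positive control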
TNAP inh hiacc: inhibitors of human TNAP at high phosphate acceptor concentration | purified TNAP, CDP-star luminescence, 1 M DEA | inhibition, % at 20 µM | hit rate 0.03% among 200,000 | AID 1135;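 active = over 50% inhibition of tissue-nonspecific alkaline phosphatase at 20 µM in the single-dose screen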;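 note: plate controls were DMSO wells for no effect and EDTA-quenched wells as full inhibition for full effect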
Diaph inh CS: counter-screen for diaphorase-based assays: diaphorase inhibitors and chemical oxidizers | inhibition, % at 20 µM | AID 1217 | diaphorase resazurin-to-resorufin fluorescence, NADH, 16 min; bacterial (C. kluyveri) enzyme, not human | hit rate 0.69% among 190,000;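 active = primary screen inhibition at 20 µM above a set limit, cut at about 50% in these data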;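 note: plate controls were DMSO with full reaction for no effect and wells lacking NADH for full effect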
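Test system: Clostridium kluyveri diaphorase enzyme / Quantity: diaphorase at 0.14 U/mL in enzyme working solution / Incubation: 16-min room-temperature incubation before reading / Benchmarks: NADH-free wells as positive control, DMSO-only neutral wells / Signal: resorufin fluorescence 544/590 nm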
Diaphorase act: diaphorase activation or chemical reduction counter-screen; Diaphorase/resazurin coupled assay, resorufin fluorescence, 16 min; stronger effect = higher value; 1 = vehicle wells, 0 = NADH-free wells; AID 1229; hit rate 0.005% among 190,000; activation factor at 20 µM;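 active = diaphorase activity raised at least twofold by the compound at 20 µM; inactive = activation factor below 2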
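Assay system: Purified diaphorase enzyme from Clostridium kluyveri | Amount: Enzyme 0.07 U/mL final | Dosing: Compound 20 µM once, DMSO 1% | Timing: 16 min reaction at room temperature | Detection: Fluorescence, excitation 544 nm and emission 590 nm | Evaluation: Higher resorufin formation from activation or reduction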
bIAP inhibitor: intestinal alkaline phosphatase (bovine) inhibition. purified bovine IAP, CDP-star luminescence, 30 min. inhibition, % at 20 µM. 190,000 tested, under 10 active. AID 1019;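 active = over 50% inhibition of intestinal alkaline phosphatase at 20 µM in the single-dose screen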
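Assay system: bovine IAP enzyme; medium: DEA buffer 100 mM, pH 9.8, with MgCl2 1.0 mM, ZnCl2 0.02 mM; doses: 20 µM single dose; incubation: enzyme reaction for 30 min at room temperature; detection: CDP-star luminescence signal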
* hit, by the source's call.

# | Structure | Diaphorase act | bIAP activator | TNAP inh noacc | Lmaj promast | PMI act satM6P | PMI act | TNAP inh hiacc | bIAP inhibitor | TNAP act hiacc | Diaph inh CS
1 | Nc1nc(SCc2ccc([N+](=O)[O-])cc2)nc2nc3c(cc12)CCCC3 | 0.9 | 1 | -22 | -3 | 1.2 | 1 | 1 | -1 | 1 | 7
2 | Nc1ccccc1SCC1CSc2nc3ccccc3c(=O)n21 (stereo unspecified) | 0.9 | 1.1 | -1 | -4 | 0.9 | 0.9 | -1 | -12 | 1 | 12
3 | CC1(C)Cc2cccc(OCC(=O)N3CCN(S(=O)(=O)c4ccc(F)cc4)CC3)c2O1 | 0.9 | 1 | -10 | 10 | 1 | 1 | -7 | -3 | 1.1 | 15
4 | COc1ccc(CN(C(=O)c2ccco2)c2ccc(Br)cc2)cc1OC | 0.8 | 1 | -7 | -3 | 1 | 1 | -13 | -1 | 1.1 | 24
5 | CN(NC(=O)c1c(Cl)cccc1Cl)c1cccc(Cl)n1 | 0.9 | 1 | -5 | -2 | 1 | 1.1 | -7 | 0 | 1.1 | 10
6 | COC(=O)C1Sc2[nH]c(=O)sc2C(c2ccc(Cl)cc2)C1C(=O)OC (stereo unspecified) | 0.7 | 1 | -15 | -4 | 0.7 | 0.8 | -5 | -3 | 1 | 35
7 | CCOc1cc(OCC)cc(C(=O)Nc2cccc(C(C)=O)c2)c1 | 0.8 | 0.7 | -9 | 2 | 0.8 | 0.8 | -1 | 30 | 1 | 20
8 | N#C/C(=C\c1cn(Cc2ccccc2C#N)c2ccccc12)C(=O)NCc1cccs1 | 0.9 | 0.9 | 2 | -5 | 1.1 | 1.1 | -7 | 10 | 1.1 | 6
9 | CCOc1ccc(NC(=S)N2CCN(C/C=C/c3ccccc3)CC2)cc1 | 0.8 | 1.2 | -2 | 90* | 0.9 | 0.9 | -2 | -24 | 1 | 18
10 | CCOc1ccccc1/C=C/C(=O)c1ccc(Cl)cc1 | 0.9 | 1 | -19 | 78* | 0.9 | 0.8 | 2 | 0 | 1 | 14
11 | Cc1[nH]c(=S)c(C#N)c(-c2ccco2)c1C(=O)N(C)C | 0.8 | 1 | -8 | -6 | 0.7 | 0.9 | -1 | -4 | 1 | 21
12 | O=C(CNS(=O)(=O)c1cccs1)N1CCN(c2ccccn2)CC1 | 0.9 | 0.9 | -8 | -4 | 1 | 1 | -7 | 6 | 1.1 | 10
13 | O=C(CN1CCOCC1)Nc1cccc(S(=O)(=O)N2CCCCCC2)c1 | 1 | 1.3 | 1 | -5 | 0.9 | 0.9 | 0 | -27 | 1 | -3
14 | Cc1cc(Cl)c(S(=O)(=O)NCC2CCCO2)cc1OCC(N)=O (stereo unspecified) | 1.1 | 0.9 | -11 | -3 | 1 | 1 | -7 | 6 | 1.1 | -5
15 | COc1ccccc1CNC(=O)COC(=O)c1cnccn1 | 0.9 | 1 | -5 | -4 | 1 | 1 | 3 | 3 | 1 | 6
16 | Cc1ccc(Oc2ccc(Cl)cc2NC(=O)c2cnccn2)cc1 | 1 | 1 | 0 | -1 | 1 | 1 | -2 | -1 | 1 | 0
17 | COc1ccccc1S(=O)(=O)Cc1ccc(C(=O)NC2CCCCC2)o1 | 0.8 | 0.9 | -6 | -6 | 0.9 | 1 | -6 | 13 | 1.1 | 18
18 | COc1cc(C2C(C#N)=C(C)NC3=C2C(=O)CC(C)(C)C3)cc(OC)c1O (stereo unspecified) | 0.6 | 1 | -12 | -4 | 0.3 | 0.7 | 0 | -1 | 1 | 36
19 | C=CCn1nc([N+](=O)[O-])nc1Sc1cccc2cccnc12 | 0.9 | 0.9 | -2 | 58* | 0.9 | 1 | -2 | 9 | 1 | 14
20 | CCCn1c(SCC(=O)Nc2ccc(OCC)cc2)nnc1C(C)C | 1 | 1 | -12 | -6 | 1 | 1 | -5 | 4 | 1 | 5
21 | O=S(=O)(c1cccc(-c2nn3c(-c4ccncc4)nnc3s2)c1)N1CCOCC1 | 0.9 | 1 | -4 | 14 | 0.9 | 0.9 | -3 | -4 | 1 | 14
22 | COc1ccc(CNC(=O)c2cccnc2SC)cc1OC | 0.9 | 1 | -8 | 0 | 1.1 | 1.3 | -5 | 5 | 1.1 | 9
23 | COc1ccc(CC(=O)Nc2ccc(S(=O)(=O)Nc3cc(C)on3)cc2)cc1 | 0.8 | 1 | -13 | -9 | 0.9 | 0.9 | -6 | -3 | 1.1 | 17
24 | C=CCNc1nc(NC(C)(C)CO)nc(OC)n1 | 1 | 1 | -3 | -2 | 1 | 1.1 | 1 | 1 | 1 | 0
25 | Cc1ccc(NS(=O)(=O)c2ccc(Cl)c(C(=O)O)c2)cc1S(=O)(=O)N1CCOCC1 | 0.9 | 1 | -10 | -6 | 1.2 | 1.1 | -5 | 4 | 1.1 | 10
26 | CCOc1ncccc1C(=O)NCC1COc2ccccc2O1 (stereo unspecified) | 1 | 1.1 | -11 | -1 | 1.1 | 1 | -4 | -14 | 1 | -4
27 | CC(C)Cc1nc2oc3c(=O)[nH]cnc3c2c2c1CCC2 | 0.6 | 0.9 | -11 | -2 | 0.9 | 1 | -11 | 5 | 1.1 | 37
28 | C/C(CC(=O)Nc1ccccc1[N+](=O)[O-])=N\NC(=O)COc1ccccc1C | 0.9 | 0.9 | -13 | 2 | 1 | 1.1 | -1 | 10 | 1 | 10
29 | CC(=NC1CCCC1)c1c(C)[nH]n(-c2nc3ccccc3s2)c1=O | 0.8 | 0.9 | -6 | 12 | 0.9 | 1 | -3 | 9 | 1 | 24
30 | Cn1c(=O)c2c(ncn2CC(=O)Nc2ccccc2Sc2ccccc2)n(C)c1=O | 0.8 | 1 | -10 | -3 | 1 | 0.9 | -5 | 3 | 1.1 | 20
31 | Cc1c(/C=N\NC(=O)c2cccc(F)c2)cnn1C | 0.9 | 1 | -1 | -5 | 1 | 1 | -1 | 4 | 1 | 6
32 | O=C(Nc1nc2c(s1)CN(Cc1ccccc1)CC2)c1c(F)cccc1F | 0.8 | 1 | -16 | -2 | 0.9 | 1 | -8 | 1 | 1.1 | 17
33 | CCOC(=O)c1cnc(-n2nc(C)cc2C)nc1Nc1ccc(N(C)C)cc1 | 1 | 0.9 | 0 | 91* | 0.9 | 1 | 0 | 14 | 1 | -5
34 | Cc1ccc(CN2CCN(/N=C/c3ccco3)CC2)c(C)c1 | 0.9 | 0.9 | -4 | -2 | 1 | 1 | -2 | 12 | 1 | 6
35 | CCOC(=O)CC(=O)CSc1ncnc2c1cnn2-c1ccccc1 | 1 | 0.9 | -23 | 0 | 1 | 1 | -6 | 6 | 1.1 | 0
36 | CCOC(=O)N1CCN(C(=O)CSc2ncccn2)CC1 | 0.9 | 1 | -3 | 1 | 1.1 | 1.1 | -7 | -5 | 1.1 | 9
37 | CCCN(CCC)C(=O)CSc1nc2c(sc(=S)n2-c2ccc(OCC)cc2)c(=O)[nH]1 | 0.2 | 0.9 | -11 | -9 | 1 | 1 | -1 | 11 | 1 | 80*
38 | COc1ccc2c(c1)c(=O)oc1cc(O)ccc12 | 0.9 | 0.9 | -13 | -13 | 1.1 | 1.1 | -7 | 8 | 1.1 | 8
39 | Cc1onc(-c2ccccc2)c1NC(=O)Nc1c(-c2ccccc2)noc1C | 0.9 | 1.1 | -18 | 1 | 0.9 | 1 | -6 | -15 | 1.1 | 9
40 | COc1cc(CNCc2cccs2)ccc1OCc1cccs1 | 0.8 | 1 | -11 | 100* | 0.9 | 0.9 | -6 | 4 | 1.1 | 20
41 | CN(c1ccc(OCC(=O)OCC(=O)c2c(N)n(C)c(=O)n(C)c2=O)cc1)S(=O)(=O)c1ccc2ccccc2c1 | 0.5 | 1 | -12 | 10 | 1 | 0.9 | -5 | 1 | 1 | 48
42 | O=C(O)CCc1nn2c3ccccc3n(Cc3ccccc3F)c2nc1=O | 1 | 0.9 | -11 | -6 | 1.1 | 1 | -7 | 6 | 1.1 | 2
43 | O=C(CCN1CCN(c2ccccc2F)CC1)c1ccc(Br)cc1 | 1 | 0.9 | -8 | 83* | 0.4 | 0.4 | -2 | 12 | 1 | 4
44 | Cc1ccsc1/C=N\NC(=O)c1ccc2c(c1)OCO2 | 1 | 1 | -7 | -3 | 1 | 1 | 0 | -4 | 1 | -2
45 | CCc1nnc(NC(=O)CCC(=O)N2CCN(CCOc3ccc(C)cc3)CC2)s1 | 0.8 | 1 | -10 | -5 | 1 | 1 | -6 | 3 | 1.1 | 20
46 | O=C(Nc1ccccc1N1CCOCC1)c1cccc(NS(=O)(=O)c2ccc(F)c(F)c2)c1 | 0.7 | 1.1 | -2 | 70* | 0.8 | 0.8 | -7 | -12 | 1.1 | 29
47 | O=C(COc1cccc2ccccc12)N/N=C/c1ccccc1OCc1ccc(C(=O)O)cc1 | 0.6 | 1 | -6 | -5 | 0.9 | 0.9 | -4 | 1 | 1 | 36
48 | O=C(CCNC(=O)c1ccccc1)N/N=C/c1ccc([N+](=O)[O-])cc1 | 1 | 0.9 | -9 | 4 | 1.1 | 1.1 | -3 | 5 | 1 | -3
49 | Cc1nc(C)c(C(=O)Nc2cccc(Cl)c2)o1 | 1 | 1 | -9 | 47 | 1.1 | 1 | -4 | 2 | 1 | -2
50 | O=C(O)COCC(=O)Nc1ccccc1-c1ccccc1 | 1 | 1.2 | -2 | -2 | 1.2 | 1.1 | -6 | -18 | 1.1 | 1
51 | O=C(c1nc2nc(-c3ccc(Cl)cc3)cc(C(F)(F)F)n2n1)N1CCOCC1 | 1 | 1.1 | -5 | -2 | 1.1 | 1.1 | -3 | -7 | 1 | -2
52 | O=C(Nc1c(-c2ccccc2)nc2ccc(Cl)cn12)c1cccs1 | 0.9 | 0.9 | -8 | 79* | 1.2 | 1.1 | 2 | 6 | 1 | 8
